Assay outcomes deposited in PubChem BioAssay by several laboratories.
GASC-1 inh = inhibitors of GASC-1 histone demethylase, primary screen, biochemical, fluorescence, DELFIA europium | AID 2099, 2009 | GST-JMJD2C(1-420) H3K9me3 demethylation | 330,000 tested, 0.069% active | inhibition, % at 2.35 µM;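 active = more than half of a compound's replicate wells show inhibition beyond 50%, single wells judged on their own value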;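 also: signal counts dimethyl H3K9 product captured on neutravidin plate; 0% = median of DMSO wells and 100% = 0.3 times that DMSO median; strong numbers were not always called active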
Target sequence (Q9H3R0 1-420 limits assumed): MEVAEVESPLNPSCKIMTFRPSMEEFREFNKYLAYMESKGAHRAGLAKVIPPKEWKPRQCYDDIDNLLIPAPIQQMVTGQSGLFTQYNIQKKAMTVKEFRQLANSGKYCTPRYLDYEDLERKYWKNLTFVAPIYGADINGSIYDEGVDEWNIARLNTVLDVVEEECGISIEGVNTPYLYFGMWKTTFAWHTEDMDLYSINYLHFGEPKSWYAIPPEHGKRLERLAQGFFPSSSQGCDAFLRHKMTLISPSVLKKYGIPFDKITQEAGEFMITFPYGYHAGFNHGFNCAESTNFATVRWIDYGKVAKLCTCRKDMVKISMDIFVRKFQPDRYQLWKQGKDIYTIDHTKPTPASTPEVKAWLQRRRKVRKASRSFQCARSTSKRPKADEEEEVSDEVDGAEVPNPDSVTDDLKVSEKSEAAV
HCV core dimer = inhibitors of HCV core protein dimerization, primary screen, biochemical, TR-FRET, high-throughput. 300,000 tested, 0.33% active. TR-FRET GST/Flag-core106 dimerization, 1536-well. inhibition, % at 5 µM;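 active = inhibition above the mean of all tested compounds plus 3 SD, set per screening campaign, cut at about 45% in these data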
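System: GST/Flag-tagged HCV core106 proteins. Incubation: compound-protein-antibody incubation 4 h at 22.5 °C. Technique: HTRF with 340 nm excitation, 617/671 nm emission. Medium: KF-containing HEPES buffer, pH 7.45, DTT, CHAPS, BSA. Read-out: inhibition (%) from 671 over 617 nm ratio. Also added: Eu(K)-anti-GST 90 ng/mL plus XL665-anti-Flag 1 µg/mL.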
TPT1 inh = Candida albicans TPT1 enzyme inhibitors, primary screen, biochemical, fluorescence polarization; recombinant caTPT1, FP RNA substrate dephosphorylation; 300,000 tested, 0.81% active; AID 1962, 2009; inhibition, % at 5 µM;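 active = inhibition above the mean of all tested compounds plus 3 SD, set per screening campaign, cut at about 24% in these data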;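 also: plate controls were DMSO alone for no effect and ferristatin control at 100 nM for full effect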
CTSL1 counter = Fasciola hepatica cathepsin L1 inhibitors, primary screen, counter-screen for PFM18AAP inhibitor project, biochemical, QFRET, fluorogenic peptide substrate. 300,000 tested, 0.49% active. recombinant F. hepatica cathepsin L1, Z-Leu-Arg-MCA fluorescence. AID 1906, 2009. inhibition, % at 5.96 µM;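 active = inhibition above the mean of all tested compounds plus 3 SD, set per screening campaign, cut at about 17% in these data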;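 also: 0% = plate median of test compound wells and 100% = 1 µM Z-Phe-Ala-diazomethylketone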
Efflux pump inh = inhibitors of Candida efflux pumps in yeast, primary screen, S. cerevisiae, Nile Red, multiplex. inhibition, % at 10 µM. S. cerevisiae Candida pump triplex. 330,000 tested, 0.44% active;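 active = plate passing quality check with inhibition over a set limit, or well fluorescence over plate mean plus 4 SD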;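 also: Nile Red retained in pooled yeast measured as flow cytometry median fluorescence; 0% = buffer negative control and 100% = Enniatin B positive control; higher means more Nile Red kept so more efflux inhibition; some compounds called inactive have numbers as strong as hits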
PREPL inhibitor = PREPL enzyme inhibitors, primary screen, biochemical, fluorescence polarization. Prolyl endopeptidase-like (Homo sapiens), Q4J6C6. recombinant PREPL, fluorescence polarization activity-based probe. inhibition, % at 5.96 µM. 320,000 tested, 0.68% active. AID 2751, 2010; in the data active = inhibition above about 43%;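 also: 0% = enzyme with DMSO and 100% = wells lacking enzyme; many of its hits are not listed in these tables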
LYPLA2 inh = LYPLA2 inhibitors, primary screen, counter-screen for PME1 inhibitor project, biochemical, fluorescence polarization, FP-Rh probe ABPP; AID 2177, 2009; 320,000 tested, 0.38% active; recombinant LYPLA2; inhibition, % at 5.9 µM;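 active = inhibition above the screen-wide mean plus 3 SD, limit set per campaign, cut at about 26% in these data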;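 also: 0% = LYPLA2 with DMSO and 100% = wells lacking LYPLA2 enzyme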
PP5 primary = PP5 phosphatase inhibitors, primary screen, biochemical, fluorescence. Serine/threonine-protein phosphatase 5 (Homo sapiens), P53041. purified PP5c, OMFP substrate fluorescence. inhibition, % at 6.7 µM. 320,000 tested, 0.18% active;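 active = inhibition above the campaign's mean inhibition across all tested compounds plus 3 SD, cut at about 9.5% in these data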;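 also: 0% = DMSO only and 100% = 100 µM cantharidin control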
Target sequence (P53041 whole entry, looked up): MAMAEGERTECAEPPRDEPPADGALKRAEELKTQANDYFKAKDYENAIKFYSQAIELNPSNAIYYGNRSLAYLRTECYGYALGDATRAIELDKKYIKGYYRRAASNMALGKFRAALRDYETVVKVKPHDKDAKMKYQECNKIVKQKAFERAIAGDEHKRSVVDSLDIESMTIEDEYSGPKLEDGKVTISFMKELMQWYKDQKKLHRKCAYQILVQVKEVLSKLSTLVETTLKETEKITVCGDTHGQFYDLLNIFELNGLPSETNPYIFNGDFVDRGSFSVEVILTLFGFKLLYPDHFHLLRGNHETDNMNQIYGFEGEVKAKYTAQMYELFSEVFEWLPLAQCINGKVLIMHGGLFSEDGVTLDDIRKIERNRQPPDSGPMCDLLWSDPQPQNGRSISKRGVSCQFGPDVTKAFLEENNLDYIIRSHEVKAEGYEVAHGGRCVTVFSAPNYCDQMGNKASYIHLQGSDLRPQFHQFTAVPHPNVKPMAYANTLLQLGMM
PP1 counter = PP1-alpha phosphatase inhibitors, primary screen, counter-screen for PP5 inhibitor project, biochemical, fluorescence, OMFP substrate, single point. Serine/threonine-protein phosphatase PP1-alpha catalytic subunit (Homo sapiens), P62136. purified PP1alpha. inhibition, % at 6.7 µM. 320,000 tested, 0.9% active;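 active = inhibition above the mean inhibition of all tested compounds plus 3 SD, computed separately for each screening campaign, cut at about 15% in these data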
Active calls of the source: *; nt = no result given; & = joins results of further samples. Only part of the results is shown; the hit share may differ from the screen's.

SMILES | GASC-1 inh | HCV core dimer | TPT1 inh | CTSL1 counter | Efflux pump inh | PREPL inhibitor | LYPLA2 inh | PP5 primary | PP1 counter
COC(=O)c1ccccc1N(C)S(=O)(=O)c1cc2c3c(c1)CCC(=O)N3CCC2 | -1.2 | 1.9 | 0.5 | 4.2 | 0.0 | 3.1 | -0.2 | 0.1 | -5.2
Cc1cc(NC(=O)CCC(=O)N(Cc2cccs2)C(C(=O)NC2CCCC2)c2ccncc2)no1 (configuration not stated) | 10.1&4.8 | -2.5 | 2.0 | 1.0 | -0.1 | -1.9 | -3.1 | -1.3 | -2.5
O=C(COc1c(F)c(F)cc(F)c1F)NC(=O)NC1CCCC1 | 0.6 | -5.3 | 0.8 | -3.1 | 0.1 | 10.4 | -0.3 | -0.8 | -0.5
COc1ccc(N2C(=O)CCC(C(C)=O)=C2C)cc1 | 16.4 | -2.1 | -1.1 | 0.4 | 0.0 | -1.2 | -0.3 | -2.5 | -1.1
O=C(C1=C[C@@H](C2CCCCC2)C[C@@H](OCCCCO)O1)N1CCN(Cc2ccc3c(c2)OCO3)CC1 | 1.3 | 0.8 | 3.0 | 1.0 | 0.1 | 6.3 | 0.2 | 3.5 | -0.4
COc1cc2nc(-c3cccs3)oc(=O)c2cc1OC | 29.2 | 4.5 | -0.8 | 1.2 | -0.1 | -3.8 | 4.8 | -3.0 | -5.5
CC1=C(C(=O)Nc2ccc(C)cc2C)C(c2ccc(C)o2)NC(=O)N1 (configuration not stated) | 3.4 | -0.6 | 1.7 | -2.5 | -0.5 | -5.3 | 4.1 | 2.6 | -3.2
COC(=O)CN1C(=O)N/C(=C/c2ccc(OC)cc2)C1=O | -6.5 | -3.7 | -2.1 | 8.0 | -0.1 | 12.4 | 3.1 | -1.2 | -3.2
O=C(O)c1nn(-c2ccccc2)c(-c2ccccc2)c1C(=O)c1ccccc1 | 8.2 | 4.4 | 1.4 | -5.2 | 0.5 | -5.0 | -3.5 | 1.4 | 8.6
CCOc1ccc(NC(=O)C2CCCN(S(=O)(=O)c3ccc4c(c3)CCCN4C(C)=O)C2)cc1 (configuration not stated) | -1.1 | 0.8 | 0.1 | -1.3 | 0.0 | -1.4 | -0.8 | 1.0 | 2.4
CC(C)c1nnc(NC(=O)CCC(=O)N2CCN(Cc3ccc(F)cc3)CC2)s1 | 7.1 | 0.0 | 0.3 | -2.0 | 0.2 | -2.8 | -2.9 | -0.9 | -1.8
CCc1ccc(NC(=O)[C@@H](NC(=O)[C@@H]2Cc3ccccc3CN2)C(C)CC)cc1 (some centres not stated) | -22.1 | -5.6 | 0.7 | -3.6 | 0.7 | -4.2 | 1.0 | -0.4 | 0.0
O=C(N/N=C/c1cccs1)c1ccc2c(c1)OCO2 | -9.3 | -9.9 | -1.9 | -0.1 | 11.4* | -0.8 | -4.3 | 1.6 | -0.3
O=C(COC(=O)c1cc(S(=O)(=O)N2CCCCC2)ccc1N1CCOCC1)c1ccccc1 | 0.9 | 4.7 | -0.1 | 6.0 | 0.1 | -2.8 | 4.9 | 1.6 | -3.2
CN(CC(=O)Nc1cccc(F)c1)C(=O)CSc1ccccc1 | -3.3 | 8.6 | 2.0 | -0.1 | -0.1 | -13.1 | 2.1 | 2.4 | -4.5
COc1ccc(CNC(=O)[C@H](C)NC(=O)C2CCN(S(=O)(=O)c3ccccc3)CC2)cc1 | 2.2 | -7.3 | 0.0 | 1.0 | 0.0 | 10.7 | 7.8 | 0.5 | -1.8
CNC(=S)N1CCC(NC(=O)c2ccco2)CC1 | -0.1 | -3.4 | -2.0 | 1.1 | 0.2 | 18.1 | 4.7 | -0.6 | -0.5
O=C(N[C@@H](Cc1c[nH]c2ccccc12)C(=O)O)C1CCN(S(=O)(=O)c2ccc(Cl)cc2)CC1 | -4.3 | 5.6 | 1.2 | -0.3 | 0.0 | -5.2 | -3.6 | 1.6 | 3.5
Cc1cc(N2CCN(C(=O)/C=C/C(=O)O)CC2)c2ccccc2n1 | -10.4 | -6.0 | 0.0 | 1.1 | 0.0 | 9.8 | -0.9 | 1.0 | 1.2
COc1cc2c(cc1OC)/C(=C/C(=O)c1ccccc1)NCC2 | 8.2 | -11.8 | 4.4 | -6.2 | -0.4 | -2.8 | 0.0 | 1.7 | -2.2
CCNC(=S)N/N=C(\C)c1ccc2c(c1)OCCO2 | 68.1 | -7.0 | -2.4 | -0.7 | 0.1 | 0.6 | -5.4 | 2.2 | 2.3
CCN(c1ccccc1)S(=O)(=O)c1ccc(OC)c(NC(=O)Cn2cnc3c2c(=O)n(C)c(=O)n3C)c1 | 83.2 | 6.4 | -5.1 | -4.5 | -0.1 | -5.8 | 2.5 | 1.2 | -1.9
CCc1ccc2oc(-c3cccc(N)c3)nc2c1 | 10.0 | 1.9 | 1.5 | 4.0 | 0.0 | 36.2 | 6.5 | 3.3 | 0.5
Cc1ccc(SCC2=NN(c3nc(C)cc(C)n3)C(=O)C2)cc1 | -24.3 | -2.8 | -1.0 | -5.9 | -0.1 | 6.5 | -1.1 | -0.8 | 1.5
CC1(C)CC(NC(=O)Cc2ccccc2)CC(C)(C)N1 | -1.4 | -5.2 | -0.4 | 4.3 | 0.2 | 16.2 | 1.8 | 1.1 | -2.1
Cc1cccc(C(=O)Nc2ccc(C(=O)/C=C/c3ccncc3)cc2)c1 | -2.0 | 16.1 | -2.9 | 1.5 | 0.1 | -6.4 | -53.9 | 1.6 | 5.0
CCN(CC)C(=O)COn1c(SCC(=O)N(CC)CC)nc2ccccc2c1=O | nt | 2.4 | -3.6 | 2.3 | -0.1 | -1.8 | 5.3 | -0.6 | 0.8
CC(=O)C1(C)N(O)C(C)(C)C(c2cccs2)=[N+]1[O-] (configuration not stated) | -7.3 | -2.0 | -10.1 | -3.4 | -0.1 | -1.3 | 1.7 | 2.6 | -1.3
O=C(NCc1cccnc1)C(=O)NCC1OCCN1S(=O)(=O)c1cc(F)ccc1F (configuration not stated) | 6.2 | -2.0 | -2.0 | 4.4 | -0.1 | -9.5 | 3.8 | -1.6 | 4.0
O=C(NCc1ccc(F)cc1)C1CCN(S(=O)(=O)N2CCOCC2)CC1 | -3.3 | -0.7 | -0.7 | -1.1 | 0.0 | 3.6 | -0.3 | -1.6 | -3.5
Cc1cccc(CSc2nc3sc(C)c(C)c3c(=O)n2Cc2ccco2)c1 | 4.6 | 2.2 | -0.3 | 1.8 | 0.3 | 3.4 | -2.0 | -0.6 | 1.4
O=C1CSC(c2ccccc2)N1Cc1ccccc1 (configuration not stated) | -8.6 | -4.3 | -0.6 | -4.0 | -0.1 | -13.0 | 4.9 | 2.5 | -0.3
COc1ccc(N(C(=O)CCl)C(C(=O)NC2CCCCC2)c2cccnc2)cc1 (configuration not stated) | -10.7 | 2.1 | 1.1 | 8.2 | 0.2 | 6.6 | 7.0 | 1.0 | 4.2
COn1c(C)c(C(C)=O)c2c3nonc3ccc21 | -9.5 | -5.4 | -3.3 | -3.8 | -0.3 | 1.7 | 4.8 | 1.4 | 0.4
O=C(COC(=O)COc1ccc(Br)cc1)NC1CCCCCC1 | 2.8 | nt | nt | nt | -0.3 | 22.6 | 3.0 | 0.9 | -1.3
Cc1[nH]c2ccccc2c1/C=N/NC(=O)Cc1cccs1 | 13.3 | -13.3 | -3.7 | 6.9 | -0.1 | 17.5 | 4.1 | 6.3 | 11.4
Cc1cc(NC(=O)OC(C)C)ccc1-c1ccc(NC(=O)OC(C)C)cc1C | 3.8 | 4.0 | 3.2 | 0.1 | 0.4 | 2.4 | 4.6 | -0.2 | -5.4
Cc1sc2ncnc(OCC(=O)Nc3ccc4c(c3)OCCO4)c2c1C | 3.6 | 8.1 | 7.7 | 3.1 | 0.1 | 11.2 | -4.3 | -0.5 | -0.5
COc1ccccc1NC(=O)c1cc(S(=O)(=O)NCc2ccccc2)ccc1F | -12.2 | 3.5 | 2.8 | -2.0 | 0.1 | 1.3 | -6.5 | 0.5 | 0.6
Cc1c(Cl)cccc1NC(=O)c1ccc(OCC(=O)NCc2ccccc2)cc1 | 7.0 | -1.1 | -4.4 | -3.3 | 0.0 | -2.5 | 2.6 | -0.4 | 0.0
CCOc1ccccc1NC(=O)Nc1ccncc1 | -11.7 | 5.5 | -0.7 | -6.7 | 3.9 | 12.3 | -2.9 | 3.8 | -6.4
COc1ccccc1-n1cnc2cc(NCc3cccs3)ccc21 | 2.2 | 2.6 | -4.1 | -1.1 | 0.1 | 12.7 | 6.6 | 0.0 | 2.7
CCCOc1ccc2c(=O)c(-c3cc(C(=O)OC)oc3C)c(C)oc2c1 | -5.7 | 5.3 | 2.4 | -0.2 | -0.1 | 13.7 | 2.3 | 0.4 | -0.5
COC(=O)c1ccccc1NC(=O)c1ccc(-c2cccc(Cl)c2)o1 | 10.2 | -0.1 | 3.2 | 1.2 | 0.1 | 6.5 | -5.1 | 1.4 | -8.9
CC1CC(C)CN(C(=O)CSc2nc(N)cc(=O)[nH]2)C1 (configuration not stated) | 4.1 | -2.8 | -0.4 | -4.6 | 0.0 | 0.8 | 2.0 | -0.7 | -3.2
CC12CCC(C(=O)Nc3cc(F)ccc3F)(CC1=O)C2(C)C (configuration not stated) | 2.5 | -0.6 | -2.2 | -1.0 | -0.1 | -5.3 | -3.8 | -1.6 | -6.1
Cc1cccc(-c2nnc3sc(-c4ccccc4)nn23)c1 | 5.4 | 8.3 | -2.7 | -2.8 | -0.2 | 9.3 | -2.3 | 1.1 | -1.9
Cc1cccc(NC(=S)/N=C(\N)Nc2nc(C)c3cc(C)ccc3n2)c1 | 19.4 | 18.1 | -2.0 | 3.3 | 0.4 | 6.2 | -12.7 | 1.4 | 3.9
CCCSc1nc2c(cnn2-c2ccccc2)c(=O)[nH]1 | 8.3 | 2.2 | -4.0 | 0.0 | -0.2 | -1.3 | 2.4 | 1.4 | 7.2
CC1CN(CCOc2ccc(F)cc2)CC(C)O1 (configuration not stated) | -0.1 | 1.8 | -1.8 | -8.0 | -0.1 | 3.1 | -2.0 | 1.4 | 2.0
CCC/C(=N/Nc1ccc(Cl)cc1)c1cnnc(-c2ccccc2)n1 | -6.7 | 1.8 | -2.4 | 0.5 | -0.2 | 0.2 | 5.9 | 5.6 | -2.6
Cc1ccc(S(=O)(=O)N2CCc3ccccc3C2)cc1 | 3.7 | -16.2 | -2.3 | 3.0 | -0.4 | -5.4 | -0.5 | 1.2 | 2.6

Record cards (already shown). Order of values: GASC-1 inh, HCV core dimer, TPT1 inh, CTSL1 counter, Efflux pump inh, PREPL inhibitor, LYPLA2 inh, PP5 primary, PP1 counter
Listed for CCC/C(=N/Nc1ccc(Cl)cc1)c1cnnc(-c2ccccc2)n1 → -6.7, 1.8, -2.4, 0.5, -0.2, 0.2, 5.9, 5.6, -2.6
Listed for CC12CCC(C(=O)Nc3cc(F)ccc3F)(CC1=O)C2(C)C (configuration not stated) → 2.5, -0.6, -2.2, -1.0, -0.1, -5.3, -3.8, -1.6, -6.1
